ABCB6 inh MLPCN – ABCB6 transporter inhibitors, primary screen, K562-ABCB6 cells, flow cytometry, MLPCN library. ATP-binding cassette sub-family B member 6 (Homo sapiens), Q9NP58. K562-ABCB6 porphyrin accumulation, 1 h; hits give low values. fluorescence ratio to DMSO, % at 10 µM. hit rate 0.19% among 360,000. AID 602162, 2011;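 active = fluorescence ratio to DMSO below 75%, the collection mean minus 3 SD; inconclusive = too few cells collected in the well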;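 also: signal is porphyrin accumulated inside mitochondria; 100% equals median channel fluorescence of DMSO control wells; lower ratio means ABCB6 inhibition with less porphyrin fluorescence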
ABHD5 PLIN5 PPI – ABHD5-PLIN5 interaction inhibitors, primary screen, cell lysate, split luciferase complementation, luminescence; Perilipin-5 (Homo sapiens) + 1-acylglycerol-3-phosphate O-acyltransferase ABHD5 (Homo …; hit rate 0.78% among 360,000; Split G. princeps luciferase complementation, 4 h; inhibition, % at 4 µM;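 active = inhibition above the mean inhibition across every tested compound plus 3 SD, cut at about 22% in these data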;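 also: 0% = DMSO only wells and the 100% control is not disclosed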
CaV13 ICDI inh – Disruptors of the CACNA1D IQ motif to Ca2+-dependent inactivation inhibitor domain association, primary screening, Förster resonance energy transfer in intact living …; AID 743397; HEK cells, CFP/YFP FRET ICDI-IQ, plate reader, 10 min; percent FRET-ratio fall versus neutral wells; hit rate 0.098% among 340,000; inhibition, % at 12.3 µM;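 active = mean replicate inhibition of at least 30% and at least 1% of replicates passing that level; inconclusive = only one of the two criteria is met; inactive = neither criterion is met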;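 also: 0% = median of the neutral control wells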
MC4R antag cAMP – MC4R antagonists of cAMP signaling, primary screen, cell-based, TR-FRET, antagonist arm of biased-ligand search; Melanocortin receptor 4 (Homo sapiens), P32245; inhibition, % at 6.5 µM; AID 540295, 2011; hit rate 0.48% among 360,000; MC4R-expressing cells, MTII-stimulated cAMP, LANCE TR-FRET;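 active = inhibition above its plate's cutoff, the mean of tested wells on that plate plus 3 SD, cut at about 29% in these data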;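 also: 0% = Melanotan II alone and 100% = Melanotan II plus saturating MCL0020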
Target sequence (P32245 whole entry, looked up): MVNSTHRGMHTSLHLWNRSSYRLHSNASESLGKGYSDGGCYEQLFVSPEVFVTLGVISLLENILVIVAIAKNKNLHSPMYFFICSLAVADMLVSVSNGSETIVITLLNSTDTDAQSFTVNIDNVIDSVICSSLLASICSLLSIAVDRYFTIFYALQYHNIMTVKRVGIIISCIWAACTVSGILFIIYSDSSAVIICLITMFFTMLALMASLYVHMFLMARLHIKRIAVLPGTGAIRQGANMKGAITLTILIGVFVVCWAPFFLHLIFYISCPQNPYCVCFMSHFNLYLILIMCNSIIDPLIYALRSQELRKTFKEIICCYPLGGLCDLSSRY
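Material – human MC4R-expressing U2OS cells · Repeats – no replicates · Detection – TR-FRET with Eu-cAMP and labeled anti-cAMP, 671 nm · Times – compound 30 min, challenge 1 h, detection 1 h · Compound – single nominal compound dose of 6.5 µM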
H9c2 protect – cardioprotection against H2O2-induced cell death, primary screen, uHTS, H9c2 cells, ATPLite luminescence. H9c2 cardiomyocytes, H2O2 injury protection, 2 h. protection from H2O2 cell death, % at 20 µM. hit rate 0.63% among 360,000. AID 588492, 2011;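 active = compounds giving at least 50% protection of heart cells from peroxide-induced death in the single-dose screen, raw or plate-pattern-corrected value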;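 also: 0% = DMSO wells with peroxide and 100% = DMSO wells without peroxide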
N-glyco inh – increase of ERlucT glycosylation luciferase signal, primary screen, N-linked glycosylation inhibitor project, D54 ERlucT cells, luminescence, set 2; D54 ERlucT glycosylation luciferase reporter, 24 h; percent of 100 nM tunicamycin response; reporter increase, % at 12.5 µM; hit rate 0.23% among 360,000; AID 588692, 2011;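 active = mean luciferase reporter signal, scaled so untreated is 0 and the glycosylation-blocking control 100, at or above a set limit in every replicate; inconclusive = mean reaches the limit but not every replicate does; inactive = mean below the limit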;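 also: luciferase carries N-glycosylation sites so blocking glycosylation raises the light; 0% = median of neutral control wells and 100% = median of 100 nM tunicamycin wells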
Granule exo inh – LAMP-1 surface exposure blockers, TALL-104 cells – cell-based, flow cytometry, MLPCN library, primary screen; TALL-104 LAMP-1 surface exposure; cells stimulated with thapsigargin and PMA; inhibition, % at 10 µM; hit rate 0.66% among 360,000;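 active = inhibition above about 55%, limit read from the data; inconclusive = no clear call, values can overlap the other calls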
PDI inh – inhibitors of human PDI, primary screen, biochemical, turbidity, single point, plate reader. Protein disulfide-isomerase (Homo sapiens), P07237. PDI insulin aggregation turbidity, A650, 90 min. inhibition, % at 10 µM. hit rate 0.052% among 350,000;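 active = mean inhibition across replicates of 30% or more, whatever share of single replicates reach that level; inconclusive = mean inhibition below 30% while every single replicate reaches 30%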;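 also: absorbance from insulin aggregation driven by PDI reduction with DTT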
MC4R barr agon – MC4R agonists recruiting beta-arrestin, primary screen, cell-based, luminescence, agonist arm of biased-ligand search | Melanocortin receptor 4 (Homo sapiens), P32245 | U2OS MC4R beta-arrestin complementation; percent of melanotan II response, DMSO zero | activation, % at 8.9 µM | hit rate 0.98% among 360,000 | AID 540308, 2011;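 active = activation above a per-plate cutoff, the mean activation of sample wells on that plate plus 3 SD, cut at about 8% in these data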
HTR2A ag – mouse Htr2a agonists via beta-arrestin recruitment, primary screen, cell-based, luminescence | activation, % at 7.6 µM | hit rate 0.66% among 360,000 | CHO-K1 mHTR2A beta-arrestin complementation; percent of 30 µM serotonin response;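 active = activation above a run cutoff, the mean activation of all tested compounds plus 3 SD, cut at about 14% in these data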;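 also: 0% = plate median of compound wells and 100% = 30 µM serotonin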
Target sequence (P35363 whole entry, looked up): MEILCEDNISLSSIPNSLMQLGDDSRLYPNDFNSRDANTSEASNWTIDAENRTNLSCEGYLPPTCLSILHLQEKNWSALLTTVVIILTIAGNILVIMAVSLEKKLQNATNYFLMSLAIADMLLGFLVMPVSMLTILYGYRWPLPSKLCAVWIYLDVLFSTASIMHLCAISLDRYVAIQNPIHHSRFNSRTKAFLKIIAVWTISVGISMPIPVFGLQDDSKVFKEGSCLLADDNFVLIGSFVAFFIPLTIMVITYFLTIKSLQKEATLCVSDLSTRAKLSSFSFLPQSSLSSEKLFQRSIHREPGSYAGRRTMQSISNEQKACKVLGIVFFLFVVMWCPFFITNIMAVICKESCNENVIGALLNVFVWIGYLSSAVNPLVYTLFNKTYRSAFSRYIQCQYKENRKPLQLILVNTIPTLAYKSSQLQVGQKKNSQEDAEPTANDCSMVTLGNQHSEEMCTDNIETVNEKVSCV
* hit, by the source's call; ? = inconclusive; / = not tested or not shown.

SMILES	ABCB6 inh MLPCN	ABHD5 PLIN5 PPI	CaV13 ICDI inh	MC4R antag cAMP	H9c2 protect	N-glyco inh	Granule exo inh	PDI inh	MC4R barr agon	HTR2A ag
O=C1c2cccc3c(N4CCOCC4)c([N+](=O)[O-])cc(c23)C(=O)N1c1cccc2ccccc12	98	-2	-3	7	-5	-5	5	11	-2.5	-2
CC(C)CCn1nnnc1CN1CCN(C(=O)c2ccco2)CC1	84	-6	-5	-7	-5	2	-17	7	0.0	2
O=C(NC1CCOc2ccccc21)c1ccc(Cl)nc1 (configuration not stated)	110	8	-5	13	-5	1	1	3	-2.0	-1
COc1ccc(OC)c(C2C3=C(CCCC3=O)Nc3c2c(=O)n(C)c(=O)n3C)c1 (configuration not stated)	95	-4	-5	-1	8	1	-2	14	0.1	8
Cc1cc(=O)oc2c(C(=O)c3ccccc3)c(OCC(N)=O)ccc12	103	7	-5	5	-2	2	-3	7	-2.5	2
C/C(=N\NC(=O)c1ccccc1)c1ccc(NC(=O)c2cccs2)cc1	99	-4	-5	9	-3	4	1	-4	-1.6	0
c1cnc2ccc(C(c3nnnn3C3CCCC3)N3CCN(c4nc5ccccc5s4)CC3)cc2c1 (configuration not stated)	90	20	0	-2	1	-4	?	-19	0.4	-1
COc1ccc(N(C)S(=O)(=O)c2cccc(C(=O)Nc3ccc(N4CCOCC4)cc3)c2)cc1	102	-4	-4	18	9	-6	-4	-1	0.0	0
O=C(Cn1c(=O)oc2ccccc21)Nc1nc(-c2ccccc2)cs1	97	1	-8	4	-9	-1	1	-3	1.1	0
COc1cccc(NC(=O)C(=O)NCCCN2CCCC2=O)c1	96	2	-5	-1	-2	-2	5	1	-2.7	-4
N#CCC(=O)Nc1ccc(C(=O)NNC(=O)CCN2CCN(c3ccccc3)CC2)cc1	97	2	-3	-1	-6	1	-1	-4	0.1	-3
COc1cc2c(cc1OC)CN(Cc1ccc(OC)c(C)c1OC)CC2	98	-4	-4	9	-2	0	-2	-2	-2.3	-3
O=C(CNC(=O)c1ccccc1)OCC(=O)c1c[nH]c2ccccc12	99	14	-7	13	1	-2	0	-72	-1.8	-2
Cc1nc(CCN2C(=O)c3ccccc3C2=O)n[nH]1	95	0	-4	7	-1	-2	3	8	-2.8	-3
COc1ccc(-c2cnc[nH]2)cc1	102	-5	-5	11	3	3	0	-2	-0.5	3
Cc1cc(NC(=O)c2ccccc2Cl)no1	105	-3	/	13	-9	-2	-2	-1	-0.9	0
CC(C)(O)C(=O)NN(Cc1ccccc1)c1ccccc1	96	-2	-4	11	7	2	-2	-4	0.5	0
CCOC(=O)C1=CCN(S(=O)(=O)c2ccccc2Cl)C1c1cccc(F)c1 (configuration not stated)	98	-1	-5	/	-1	-2	0	/	/	-2
Cc1[nH]nc2c1C(c1cccs1)C1=C(CC(C)(C)CC1=O)N2 (configuration not stated)	102	5	2	20	9	14	1	9	-1.6	-3
O=C(Nc1nccs1)c1ccc(CSc2ccccc2)o1	92	6	/	-5	-6	-2	1	-4	-0.7	-2
CCN(CC)CCCNC(=S)N(Cc1cccnc1)Cc1cc2cc(C)cc(C)c2[nH]c1=O	98	0	-8	3	32	-3	2	3	-1.5	-3
COc1ccc(Nc2nc(-c3sc(C)nc3C)cs2)c(OC)c1	112	-9	-3	-20	-6	?	5	0	-1.6	1
O=C(Cn1cc2c(n1)CCCC2)Nc1cc(-c2cccc(Cl)c2)no1	104	-12	-2	-1	-11	2	1	/	2.5	-2
COc1ccc(Cl)cc1C(=O)NCCCN1CCOCC1	99	1	-19	5	0	0	-10	-8	-0.5	-3
CCCn1c2c(c(O)c(C(=O)Nc3ccccc3)c1=O)CCCC2	93	9	/	-2	-8	1	-2	-1	0.4	7

Random excerpt: three entries already listed, in no set order.
SMILES	ABCB6 inh MLPCN	ABHD5 PLIN5 PPI	CaV13 ICDI inh	MC4R antag cAMP	H9c2 protect	N-glyco inh	Granule exo inh	PDI inh	MC4R barr agon	HTR2A ag
c1cnc2ccc(C(c3nnnn3C3CCCC3)N3CCN(c4nc5ccccc5s4)CC3)cc2c1 (configuration not stated)	90	20	0	-2	1	-4	?	-19	0.4	-1
COc1ccc(OC)c(C2C3=C(CCCC3=O)Nc3c2c(=O)n(C)c(=O)n3C)c1 (configuration not stated)	95	-4	-5	-1	8	1	-2	14	0.1	8
O=C1c2cccc3c(N4CCOCC4)c([N+](=O)[O-])cc(c23)C(=O)N1c1cccc2ccccc12	98	-2	-3	7	-5	-5	5	11	-2.5	-2

Sorted by the number under Granule exo inh (high to low): some entries from above
| smiles | Granule exo inh |
| --- | --- |
| COc1ccc(Nc2nc(-c3sc(C)nc3C)cs2)c(OC)c1 | 5 |
| O=C(CNC(=O)c1ccccc1)OCC(=O)c1c[nH]c2ccccc12 | 0 |
| N#CCC(=O)Nc1ccc(C(=O)NNC(=O)CCN2CCN(c3ccccc3)CC2)cc1 | -1 |

The list goes on.
SMILES	ABCB6 inh MLPCN	ABHD5 PLIN5 PPI	CaV13 ICDI inh	MC4R antag cAMP	H9c2 protect	N-glyco inh	Granule exo inh	PDI inh	MC4R barr agon	HTR2A ag
CCOC(=O)C1=C2N(C)c3ccccc3N2CCC1=O	96	2	-1	9	4	2	-2	0	-0.5	1
CCOc1ccc(C(=O)Nc2ccc(C(=O)N3CCOCC3)cc2)c(OCC)c1	101	-3	-6	2	-2	-2	-3	3	-4.1	-2
COc1cc(NC(=O)c2c(F)cccc2F)nc(OC)n1	101	1	-9	-1	-5	2	-5	-3	0.0	0
Cc1nn(C)cc1C(C(=O)NC1CCCCC1)N(C(=O)Cn1nnc2ccccc21)c1ccc(F)cc1 (configuration not stated)	100	-2	/	1	8	1	1	-3	-1.9	0
ClCC1NCC(c2ccccc2Cl)c2c1[nH]c1ccccc21 (configuration not stated)	183	4	-24	36*	-3	-1	0	2	2.9	-4
COc1ccccc1OCC(=O)Nc1ccc(S(=O)(=O)Nc2onc(C)c2C)cc1	98	-1	-5	18	4	2	1	7	-2.7	-5
c1cncc(-c2nc(-c3ccco3)cs2)c1	94	15	/	7	27	-1	-5	3	-0.5	6
CC1(CCC#N)N=C(SCCC#N)N(c2ccccc2)C1=O (configuration not stated)	93	6	-6	-3	7	-2	-5	3	-2.4	5
CC1CCC2C(=O)N(c3ccc(C(=O)NCc4ccccc4)cc3)C(=O)C2C1 (configuration not stated)	99	10	-5	8	1	0	2	-6	-0.4	0
O=C(NCCc1ccccc1)C(=O)NCC1OCCCN1S(=O)(=O)c1ccc(F)cc1 (configuration not stated)	105	-4	-6	-2	-4	-3	-11	3	-3.5	-2
CCOC(=O)c1cc2sccc2n1Cc1ccccc1	98	-13	-9	-10	-7	-3	13	12	3.5	-2
N=c1oc2ccccc2cc1C(=O)N/N=C/c1ccccc1	102	11	/	2	-11	2	-8	-4	-0.6	5
COc1ccc(OC)c(-c2csc(NC(=O)C3=NN(c4ccccc4)C(=O)CC3)n2)c1	112	0	-6	9	21	-1	1	-3	-3.1	-1
Cc1ccccc1-n1c(=O)c(C#N)cc2c(=O)n3ccccc3nc21	95	4	9	8	-3	3	1	-1	-0.5	3
O=Cc1ccc(-c2cccc(C(=O)O)c2)o1	97	-2	-6	0	4	1	-6	10	-2.1	-2
O=C(NNS(=O)(=O)c1cc(Cl)cc(Cl)c1)c1sccc1-n1cccc1	99	4	-5	0	2	1	-1	-5	-0.5	3
CCc1cccc(NC(=O)C2CCCN(c3ncnc4c3nc3n4CCCCC3)C2)c1 (configuration not stated)	96	1	-5	3	10	-2	0	-2	-3.0	-8
CC(C)(C)C(=O)N1CCN(c2nc3ccccc3o2)CC1	105	-5	-6	3	1	-1	4	1	-0.9	0
Cc1ccc(NC(=O)c2ccc(CSc3nnc(C)s3)cc2)cc1	97	-5	-5	0	-16	-8	-2	9	-0.9	-3
COc1ccc(C=C(C(C)=O)C(=O)c2ccccc2)cc1	95	40*	-5	/	-7	9	0	/	/	-7
CCn1c(=O)c2cc(C(=O)N(C)c3ccc(OC)cc3OC)sc2c2ccccc21	96	10	-2	-16	7	-2	8	-3	4.4	-1
O=S(=O)(c1cccs1)N1CCCc2ccccc21	96	-4	-5	4	0	-1	-1	2	-2.9	-4
CCC(C)(C)n1nnnc1C(c1cccnc1)N1CCCC(C)C1 (configuration not stated)	99	0	-2	5	2	1	-2	-6	-3.1	2
CC(C)(C)c1ccccc1OCCN1CCCC1	103	2	-8	-2	2	0	2	10	2.5	-5
O=C(CC(=O)N/N=C\c1ccc([N+](=O)[O-])cc1)NCCc1ccccc1	101	9	-2	-1	-12	2	-2	2	-1.8	-6
CC1(C(=O)NS(=O)(=O)c2cccc(Cl)c2)CCN1C(=O)C1(c2ccccc2)CC1 (configuration not stated)	98	-7	-5	3	6	1	1	4	-0.2	-6
CN(C)c1ccc(P(=O)(OC2CCCCC2)C(O)c2cccnc2)cc1 (configuration not stated)	101	-2	-3	1	-2	1	-3	-3	-2.8	5
COc1cccc(C(=O)c2c(C)c(CCC#N)n3ccccc23)c1	103	0	-6	2	-7	0	-3	4	-1.9	-2

Copied from the list.
CCC(C)(C)n1nnnc1C(c1cccnc1)N1CCCC(C)C1 (configuration not stated) – ABHD5 PLIN5 PPI = 0
COc1cc(NC(=O)c2c(F)cccc2F)nc(OC)n1 – MC4R barr agon = 0.0
CC(C)(C)C(=O)N1CCN(c2nc3ccccc3o2)CC1 – HTR2A ag = 0
Cc1nc(CCN2C(=O)c3ccccc3C2=O)n[nH]1 – N-glyco inh = -2
O=Cc1ccc(-c2cccc(C(=O)O)c2)o1 – ABCB6 inh MLPCN = 97

Screens from PubChem BioAssay.
